FLuc counter = inhibits or activates purified firefly luciferase, miR-21 counter-screen; P08659; purified FLuc, Km substrates, luminescence inhibition; Potency, µM (series often up to 57.5 µM), without a hit: top-dose activity change, negative = inhibition, usual class: inhibitors; actives 6.9% (n = 360,000); AID 588342; active means well fitted inhibition curve with a large enough effect; inconclusive means small, poorly fitted or top-dose-only effect;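 further: plate controls were vehicle for no effect and reference inhibitor for full effect; nearly all actives have a fitted effect of over 55% in size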
Target sequence (P08659 whole entry, looked up): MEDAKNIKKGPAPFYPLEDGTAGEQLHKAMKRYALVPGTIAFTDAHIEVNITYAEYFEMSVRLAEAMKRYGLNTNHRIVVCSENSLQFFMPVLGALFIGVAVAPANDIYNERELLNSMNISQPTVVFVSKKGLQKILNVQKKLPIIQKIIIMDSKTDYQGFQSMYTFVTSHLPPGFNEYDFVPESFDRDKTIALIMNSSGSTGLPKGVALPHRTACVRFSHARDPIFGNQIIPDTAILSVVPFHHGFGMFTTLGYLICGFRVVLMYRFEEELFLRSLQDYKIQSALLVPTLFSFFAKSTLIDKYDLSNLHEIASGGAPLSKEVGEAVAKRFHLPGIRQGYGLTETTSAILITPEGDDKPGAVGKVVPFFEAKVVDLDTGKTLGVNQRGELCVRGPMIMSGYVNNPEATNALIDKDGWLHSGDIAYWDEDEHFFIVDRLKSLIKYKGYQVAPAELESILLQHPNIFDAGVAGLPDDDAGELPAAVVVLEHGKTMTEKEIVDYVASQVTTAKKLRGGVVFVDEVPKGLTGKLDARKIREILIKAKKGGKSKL
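Biochemical qHTS of compounds, final roughly 60 µM downward over six points, against 10 nM purified firefly luciferase using Km concentrations of substrates (10 uM D-luciferin, 10 uM ATP) in Tris acetate pH 7.5 buffer; luminescence output.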
The depositor's hits bear a star; ? = inconclusive. Potency means the concentration at half of the fitted maximal effect.

SMILES | FLuc counter
COc1ccccc1NCc1cccn1-c1nnc(N2CCCCCC2)s1 | ?
CCOc1ccc(/C=C/c2nc(C#N)c(N3CCN(CC)CC3)o2)cc1 | -6%
COc1ccc(CCNc2nc3cc(OC)c(OC)cc3c3nc(-c4cccnc4)nn23)cc1OC | -1%
CCOC(=O)c1cc2c(=O)n3ccccc3nc2n(CCOC)c1=NC(=O)C(C)(C)Oc1ccc(Cl)cc1 | 2%
Fc1ccc(-c2cc(-c3nc(-c4ccc(Cl)cc4)no3)[nH]n2)cc1 | -1%
O=C(COc1ccccc1F)Nc1nnc(SCc2cc(=O)n3ccccc3n2)s1 | ?
O=C(Nc1cccc(F)c1F)C1CCN(c2ncccn2)CC1 | 6%
COc1ccc(CCNC(=O)CCCCn2c(=O)c3ccccc3n(CC(=O)Nc3ccccc3C)c2=O)cc1OC | -1%
CC(=O)c1c(C)n(-c2ccc(Cl)cc2)c2ccc(OC(=O)COc3ccccc3)cc12 | 5%
Cc1c(C(=O)NCc2cccc(Cl)c2)sc2ncnc(N(C)C3CCCCC3)c12 | 4%
CCOC(=O)N1CCC(NC(=O)c2cnn(-c3cccc(C)c3)c2C2CCN(C(=O)OC(C)(C)C)CC2)CC1 | 1%
COC(=O)c1cc2sccc2n1CC(=O)Nc1cc(Cl)ccc1OC | -10%
CCCCn1c(SCc2ccccc2C#N)nc2c(sc3ccccc32)c1=O | -7%
CC(CNC(=O)CCc1cn(Cc2ccccc2Cl)c2ccccc12)c1ccccc1 (configuration not stated) | -10%
Cc1oc(-c2ccc(Cl)cc2)nc1Cn1c(=O)cc(C)c2c(C)nn(-c3cccc(F)c3)c21 | -1%
CC1Cc2ccccc2N1S(=O)(=O)c1nnc(NC(=O)c2ccccc2)s1 (configuration not stated) | -2%
CCOc1cc(C2c3c(oc4ccccc4c3=O)C(=O)N2Cc2ccc3c(c2)OCO3)ccc1O (configuration not stated) | -1%
Cc1ccc2sc(N3CCN(C(=O)C4COc5ccccc5O4)CC3)nc2c1C (configuration not stated) | -1%
COc1ccc(C(=O)O)cc1Nc1nc2ccc(C)cc2n2cnnc12 | -14%
CCc1ccc(-n2nc(C)c3c(C)cc(=O)n(CC(=O)N(CC)Cc4ccccc4)c32)cc1 | -3%
O=C(CSc1ncc2c(n1)-c1ccc(Cl)cc1N(Cc1ccccc1)S2(=O)=O)Nc1ccccc1C(F)(F)F | -1%
COCCCNC(=O)c1ccc(Cn2c(=O)c3cccn3c3cccnc32)cc1 | 5%
COc1ccccc1Nc1nc2ccc(Cl)cc2nc1-n1nc(C)cc1C | 4%
O=C(CSc1cn(CC(=O)N2CCCCCC2)c2ccccc12)Nc1ccccc1F | -16%
Cc1ccsc1CN(C(=O)COc1ccc(Cl)cc1)C1CCS(=O)(=O)C1 (configuration not stated) | 1%

Another view of part of the listing above.
| molecule | FLuc counter |
| --- | --- |
| Cc1oc(-c2ccc(Cl)cc2)nc1Cn1c(=O)cc(C)c2c(C)nn(-c3cccc(F)c3)c21 | -1% |
| CC1Cc2ccccc2N1S(=O)(=O)c1nnc(NC(=O)c2ccccc2)s1 (configuration not stated) | -2% |
| CCOc1cc(C2c3c(oc4ccccc4c3=O)C(=O)N2Cc2ccc3c(c2)OCO3)ccc1O (configuration not stated) | -1% |

Returning to the listing, starting 7 compounds before the break.
SMILES | FLuc counter
COc1ccc(C(=O)O)cc1Nc1nc2ccc(C)cc2n2cnnc12 | -14%
CCc1ccc(-n2nc(C)c3c(C)cc(=O)n(CC(=O)N(CC)Cc4ccccc4)c32)cc1 | -3%
O=C(CSc1ncc2c(n1)-c1ccc(Cl)cc1N(Cc1ccccc1)S2(=O)=O)Nc1ccccc1C(F)(F)F | -1%
COCCCNC(=O)c1ccc(Cn2c(=O)c3cccn3c3cccnc32)cc1 | 5%
COc1ccccc1Nc1nc2ccc(Cl)cc2nc1-n1nc(C)cc1C | 4%
O=C(CSc1cn(CC(=O)N2CCCCCC2)c2ccccc12)Nc1ccccc1F | -16%
Cc1ccsc1CN(C(=O)COc1ccc(Cl)cc1)C1CCS(=O)(=O)C1 (configuration not stated) | 1%
COc1cccc(NC(CNS(=O)(=O)c2ccc(Cl)cc2)c2ccccc2)c1 (configuration not stated) | 0%
CCC(=O)N1CCc2cc(S(=O)(=O)NC(C(=O)NCCc3ccc(OC)c(OC)c3)C(C)C)ccc21 (configuration not stated) | -10%
CC1CCc2c(sc3nnn(Cc4ccc(F)cc4)c(=O)c23)C1 (configuration not stated) | 1%
CCn1c(SCC(=O)c2ccc([N+](=O)[O-])cc2)nnc1-c1ccc(Cl)cc1 | -3%
CCC1CN(CC(=O)NCc2cccc(Br)c2)c2ccccc2S1 (configuration not stated) | -2%
Cc1noc2ncnc(N3CCN(c4ccccc4F)CC3)c12 | 5%
O=S(=O)(c1ccccc1)n1nc(-c2ccc(Cl)cc2)nc1NCc1ccc(F)cc1 | 2%
CCOc1ccc(CCNC(=O)c2ccc(-c3nc(COc4ccc(C)cc4)c(C)o3)cc2)cc1 | -3%
CC(C)c1ccccc1NC(=O)CN(c1ccccc1)S(=O)(=O)N(C)C | 0%
N#Cc1c(NC(=O)CS(=O)(=O)c2ccc(Cl)cc2)sc2c1CCCCC2 | ?
Cc1ccc(CN(C(=O)COc2ccc(Cl)cc2Cl)C2CCS(=O)(=O)C2)o1 (configuration not stated) | 3%
COc1cccc(-n2c(SCC(=O)N3CCCc4ccccc43)nc3c([nH]c4ccccc43)c2=O)c1 | -1%
Cc1cn(C)c(CC(=O)Nc2cccc(Cl)c2C)c1C(=O)O | ?
CCCNC(=O)c1ccc2c(c1)N=C(CCC)c1ccccc1S2 | ?
CCOC(=O)c1oc2c(c1C)-c1nn(Cc3c(F)cccc3Cl)cc1CC2 | 2%
CCOC(=O)c1cc(S(=O)(=O)N2CCN(c3ccc(C(C)=O)cc3)CC2)[nH]n1 | -16%
CCCN(C(=O)Cc1nc(-c2ccc(OC)cc2)no1)c1ccccc1C | -7%
CCCc1nn2c(=O)cc(COC(=O)c3cccc(NC(=O)c4cccs4)c3)nc2s1 | 2%
CCCOc1ccc(NC(=O)CC2C(=O)N(c3ccc(OC)cc3)C(=O)N2CCc2ccncc2)cc1 (configuration not stated) | -10%
NS(=O)(=O)c1ccc(CCNC(=O)CCCCCn2c(=O)[nH]c3ccccc3c2=O)cc1 | -7%
Cc1ccc2c(c1)c(=O)c(S(=O)(=O)c1ccc(C)c(C)c1)cn2CC(=O)Nc1ccccc1 | 0%
Cc1ccccc1NC(=O)c1sc2nc3c(cc2c1N)CN(Cc1ccccc1)CC3 | 0%
CN1CCN(c2ncnc3c2cnn3-c2cccc(Cl)c2)CC1 | 13µM*
O=C(NCc1cccn1Cc1ccccc1)Nc1cccc(C(F)(F)F)c1 | 6%
Cc1cc(C)c2c(CC(=O)Nc3cc(C(F)(F)F)ccc3Cl)coc2c1 | -3%

More entries.
SMILES | FLuc counter
Cc1c(C(=O)OCc2ccccc2)[nH]c2c1C(=O)CC(c1ccc(N(C)C)cc1)C2 (configuration not stated) | 0%
CCN(c1ccccc1)S(=O)(=O)c1c(C)nc2scc(C)n2c1=O | -8%
Cn1nnnc1SCCNCc1ccc(OCc2ccccc2Cl)cc1 | -14%
CCOc1ccc(C(=O)Oc2c(Sc3ccccc3)c(C)nn2C(C)(C)C)cc1OCC | 0%
O=C(Nc1ccc2oc(-c3ccc4ccccc4c3)nc2c1)c1cc(Cl)ccc1Cl | 1%
NC(=O)C1CCN(c2nc(-c3ccc(C(F)(F)F)cc3)cs2)CC1 | 17µM*
CCc1ccc(NS(=O)(=O)c2ccc(NC(=O)N3CCCC3)cc2)cc1 | 2%
CC(=O)NC(C)c1nc2ccccc2n1Cc1ccccc1Cl (configuration not stated) | -1%
CCc1ccccc1NC(=O)Cn1c(=O)n(CCCS(=O)(=O)C2CCCCC2)c(=O)c2ccccc21 | -4%
COc1ccc(-c2nc3scc(CCNC(=O)Cc4ccc(F)cc4)n3n2)cc1 | -1%
CCn1c(=N)c(C(=O)NC2CCCC2)cc2c(=O)n3cc(C)ccc3nc21 | 3%
CCOC(=O)c1cccc(NC(=O)COc2ccc3c(C)cc(=O)oc3c2)c1 | -3%
O=C(CCn1c(=O)c2cccn2c2cccnc21)N1CCN(c2ccccc2F)CC1 | -7%
Cc1cc2oc(C(=O)Nc3ccc(S(=O)(=O)Nc4onc(C)c4C)cc3)cc(=O)c2cc1C | ?
Cc1ccc(C(=O)Nc2nnc(S(=O)(=O)N3c4ccccc4CC3C)s2)cc1 (configuration not stated) | -1%
COc1ccc2cc(C(=O)NCc3ccc4c(c3)CCN4C(=O)c3ccc(C)cc3)[nH]c2c1 | -11%
CC1CCN(C(=O)c2c(NC(=O)c3ccccc3F)sc3c2CCC(C(C)(C)C)C3)CC1 (configuration not stated) | -1%
CC(=O)Nc1nnc(SCc2cc(=O)c3cc(C)ccc3[nH]2)s1 | -10%
CCc1cccc(NC(=O)C(CC)n2nc(C)c3sc4ccccc4c3c2=O)c1 (configuration not stated) | -19%
COc1cccc(OC)c1C(=O)NCCc1csc(-c2ccc(Cl)cc2)n1 | -4%
Cc1nc2sc(C(=O)NCc3ccc(Cl)cc3)c(NC(=O)c3ccccc3)c2c(C)c1C | -7%
COc1ccc(N(CC(=O)NCc2ccccc2Cl)S(=O)(=O)c2c(C)[nH]c(=O)[nH]c2=O)cc1 | -19%
Cc1ccc(S(=O)(=O)N2CCN(C(=O)c3cc(-c4ccc(Br)cc4)n[nH]3)CC2)c(C)c1 | -3%
COc1ccc(NC(=O)C2=CC(c3ccc4c(c3)OCO4)=NS(=O)(=O)N2C)cc1OC | -2%
COc1ccc(-c2ccc(=O)n(CC(=O)Nc3ccc(N(C)C)cc3)n2)cc1 | ?

Given with each value named: part of the list above
Structure: COc1ccc(-c2ccc(=O)n(CC(=O)Nc3ccc(N(C)C)cc3)n2)cc1
  FLuc counter = ?
Structure: COc1ccc(-c2nc3scc(CCNC(=O)Cc4ccc(F)cc4)n3n2)cc1
  FLuc counter = -1%
Structure: CCn1c(=N)c(C(=O)NC2CCCC2)cc2c(=O)n3cc(C)ccc3nc21
  FLuc counter = 3%

(continued)
SMILES | FLuc counter
CCOc1ccc(-n2c(Cc3ccccc3)nnc2SCc2nc(-c3ccccc3C)no2)cc1 | -11%
COc1ccc(N(CC(C)C)S(=O)(=O)c2nnc(NC(=O)c3cccs3)s2)cc1 | ?
O=C(CSc1nnc(-c2ccccc2Br)n1-c1ccccc1)c1ccc(F)cc1 | -13%
O=C(CSc1nc(=O)[nH]c2c1CCCC2)Nc1cc(C(F)(F)F)ccc1Cl | -12%
CCn1cc(C(=O)N2CCN(c3ccc(OC)cc3)CC2)c(=O)c2cc(S(=O)(=O)N(C)C3CCCCC3)ccc21 | -18%
Cc1ccccc1OCC(=O)Nc1nnc(SCc2cc(=O)n3cccc(C)c3n2)s1 | -19%
CC(=O)N1c2c(cc(Br)cc2S(=O)(=O)N2CCN(c3cccc(Cl)c3)CC2)CC1C (configuration not stated) | -10%
CN(C(=O)CSc1nnc(NC(=O)Nc2ccccc2)s1)c1ccccc1 | -7%
CCN1c2ccccc2-c2nc(SCC(=O)Nc3ccc(C)c(Cl)c3)ncc2S1(=O)=O | 0%
Cc1ccc(C)c(NC(=O)CSc2nc(-c3ccccc3)c(C#N)c(=O)[nH]2)c1 | -4%
CCn1cc2nc(SCc3cc(C)ccc3C)n(Cc3ccc(C)cc3)c(=O)c2n1 | -8%
Cc1ccc(CN2COc3ccc4c(-c5ccccc5)cc(=O)oc4c3C2)cc1 | -1%
Cc1oc(-c2ccccc2)nc1CNS(=O)(=O)c1ccc(Cl)cc1 | -14%
Cc1csc2nc(-c3cccc(NC(=O)c4ccc(S(N)(=O)=O)cc4)c3)cn12 | 9.5µM*
COc1ccc(OC)c(-c2noc(N3CCN(c4cc(Cl)ccc4C)CC3)n2)c1 | 2%
Cc1ccc(Cl)cc1N1CCN(C(=O)c2ccc(NC(=O)c3nsc4ccccc34)cc2)CC1 | 6µM*
O=C(CC(c1cccs1)N1Cc2ccccc2C1=O)Nc1ccc(F)cc1F (configuration not stated) | -8%
CCOC(=O)c1c(C)[nH]c(CCC(=O)NCCCN2CCN(c3ccc(F)cc3)CC2)c1C | -2%
COc1cccc(-c2nc3c(c(C)nn3-c3ccccc3)c3cc(OC)c(OC)cc23)c1 | -1%
Cc1cc(NC(=O)CN(c2cccc(C)c2C)S(=O)(=O)c2ccccc2)ccc1Br | -3%
CCCOc1ccc(C2=NC(c3ccncc3)=Nc3ccc(C)cc3N2)cc1 | 3%
CCOc1ccc(OCC)c(-n2cnnn2)c1 | -7%
Clc1cccc(N2CCN(c3ncnc4c3nc3n4CCCC3)CC2)c1 | 19µM*
Cc1cccc(C(=O)NCCc2nc3ccccc3n2Cc2ccccc2Cl)c1 | -4%
CCOc1ccccc1NC(=O)Cn1c(=O)nc(-c2ccccc2F)c2cc(Cl)ccc21 | -16%

The list goes on:
SMILES | FLuc counter
COc1ccccc1Nc1nc(-c2ccc(F)cc2)c2c(n1)-c1ccccc1OC2 | -3%
CCOc1ccc(NC(=O)Cn2c(=O)n(CCCCC(=O)NCCc3ccc(Cl)cc3)c(=O)c3ccccc32)cc1 | 0%
Cc1ccc(-n2nc(C)c3c(C)c(CCC(=O)NCc4ccccc4Cl)c(C)nc32)cc1C | 0%
CCOc1ccc(S(=O)(=O)N(CC(=O)NCc2ccccc2OC)c2ccccc2)cc1 | -2%
Cc1cccc(N2CCN(c3ccc4cc(S(=O)(=O)N5CCC(C)CC5)ccc4n3)CC2)c1C | -1%
COCCCNC(=O)CSc1nc2cc3c(cc2c(=O)n1CCCCCC(=O)NCc1ccc(OC)cc1)OCO3 | -8%
COc1ccc2oc(=O)c(-c3nc(-c4cccs4)no3)cc2c1 | 1%
Cc1cccc(-n2c3nc(=O)[nH]c(=O)c-3cc3c(Cl)cccc32)c1C | -6%
COc1ccc(C(=O)N2CCc3cc(OC)c(OC)cc3C2COc2ccccc2OC)cc1 (configuration not stated) | 1%
Cc1ccc(C)c(NC(=O)c2cnn(-c3ccc(F)cc3F)c2C2CCNCC2)c1 | -4%
CC(C)c1ccc(NC(=O)CN(C)S(=O)(=O)c2ccc3c(c2)n(C)c(=O)c(=O)n3C)cc1 | -14%

Some of the compounds tested; the hit share may differ from the screen's.
